# Pf gamet viab = late stage P. falciparum gametocyte viability inhibitors, primary screen, ATP luminescence, HTS; 150,000 tested, 0.065% active; P. falciparum stage V gametocytes, 24 h; inhibition, % at 10.9 µM;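 active = inhibition above the mean plus 3 SD of compounds within the control limits, set per campaign, cut at about 38% in these data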;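 also: 0% = DMSO wells and 100% = medium only without gametocytes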
# GSH fluor = compound fluorescence on glutathione beads, profiling panel, artefact control, biophysical, 488/530 nm, flow cytometry | GSH beads flow cytometry, compound fluorescence 488/530 nm; hits give high values | fluorescence (KMESF) at 10 µM | 190,000 tested, 0.25% active | AID 1776, 2009; in the data active = fluorescence above about 89;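 also: glutathione beads carrying GST-tagged Bcl family fusion proteins plus one bare bead set; values are compound well signal with DMSO vehicle wells as background; inactives centre near 16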
# Rac1 act GTP bind = GTP binding modulators of activated mutant Rac1, primary screen, biochemical, bead-based flow cytometry, multiplex, fluorescent GTP; Ras-related C3 botulinum toxin substrate 1 (Homo sapiens), P63000; GST-Rac1 activated beads; actives lie on both sides; 100% means binding = to untreated wells; percent activity (GTP binding), % at 10 µM; 190,000 tested, 0.11% active; AID 764, 2007;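 active = GTP binding at least 20 percentage points away from the 100% baseline, in either direction, so actives lie on both sides; inconclusive = Compound likely fluorescent itself, or too few beads counted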
# Avidin fluor = green autofluorescence of compounds with avidin beads – biophysical, 488/530 nm, flow cytometry, artefact control, profiling panel; fluorescence (KMESF) at 10 µM; 220,000 tested, 0.38% active; compound fluorescence 488/530 nm; hits give high values; in the data active = fluorescence above about 47; also: inactives centre near 10
# Cdc42 wt = modulators of GTP binding to wildtype Cdc42, primary screen, biochemical, multiplex bead flow cytometry, Bodipy-GTP; Cell division control protein 42 homolog (Homo sapiens), P60953; GST-Cdc42 beads; actives lie on both sides; percent activity (GTP binding), % at 10 µM; 190,000 tested, 0.2% active; AID 761, 2007;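 active = percent activity GTP binding at least 20 points away from the 100% baseline, either down as inhibitor or up as activator; inconclusive = compound flagged as likely green fluorescent from well-wide comparison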;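 also: median bead fluorescence of bound Bodipy-FL-GTP at 100 nM; 0% = excess unlabeled GTP control and 100% = no compound control; below 100% means less GTP binding so inhibitor and above means activator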
# ABCG2 inh = ABCG2 efflux pump inhibitors, primary screen, multiplex with ABCB1, IgMXP3 cells, flow cytometry. inhibition, % at 6.6 µM. JC-1 efflux. AID 1325, 2008. 190,000 tested, 0.1% active;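 active = inhibition above 80%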;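 also: 0% = DMSO and 100% = nicardipine control wells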
#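 Test system: IgMXP3 cells (ABCG2) mixed with DDAO far-red-labelled CCRF-Adr cells (ABCB1). Reagent: JC-1 transporter substrate. Compound dosing: single test compound dose, 6.6 µM final. Times: 10 min compound exposure, 25 °C. Detection: flow cytometry of retained JC-1 fluorescence. Read-out basis: efflux inhibition in percent versus controls. Controls: nicardipine and DMSO wells.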
# HRas wt GTP = modulators of GTP binding to HRas wildtype, primary screen, biochemical, bead-based flow cytometry, multiplex | GTPase HRas (Homo sapiens), P01112 | GST-Ras wt beads, Bodipy-FL-GTP binding; actives lie on both sides | GTP binding activity, % at 10 µM | 190,000 tested, 0.14% active | AID 759, 2007;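 active = GTP binding activity at least 20% away from the 100% baseline, either lowered as inhibitor or raised as activator; inconclusive = flagged as likely green fluorescent, judged across all proteins in the well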;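 also: 0% = unlabeled GTP competition control and 100% = no-compound control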
# ABCB1 block = ABCB1 efflux pump inhibitors, primary screen, cell-based, multiplex, flow cytometry, ABCG2 counter-screen | ATP-dependent translocase ABCB1 (Homo sapiens), P08183 | CCRF-Adr cells, JC-1 efflux | inhibition, % at 6.6 µM | 190,000 tested, 0.067% active | AID 1326, 2008; in the data active = inhibition above about 40%;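 also: 0% = vehicle and 100% = reference inhibitor; higher value means more JC-1 retained so stronger ABCB1 efflux block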
# Target sequence (P08183 whole entry, looked up): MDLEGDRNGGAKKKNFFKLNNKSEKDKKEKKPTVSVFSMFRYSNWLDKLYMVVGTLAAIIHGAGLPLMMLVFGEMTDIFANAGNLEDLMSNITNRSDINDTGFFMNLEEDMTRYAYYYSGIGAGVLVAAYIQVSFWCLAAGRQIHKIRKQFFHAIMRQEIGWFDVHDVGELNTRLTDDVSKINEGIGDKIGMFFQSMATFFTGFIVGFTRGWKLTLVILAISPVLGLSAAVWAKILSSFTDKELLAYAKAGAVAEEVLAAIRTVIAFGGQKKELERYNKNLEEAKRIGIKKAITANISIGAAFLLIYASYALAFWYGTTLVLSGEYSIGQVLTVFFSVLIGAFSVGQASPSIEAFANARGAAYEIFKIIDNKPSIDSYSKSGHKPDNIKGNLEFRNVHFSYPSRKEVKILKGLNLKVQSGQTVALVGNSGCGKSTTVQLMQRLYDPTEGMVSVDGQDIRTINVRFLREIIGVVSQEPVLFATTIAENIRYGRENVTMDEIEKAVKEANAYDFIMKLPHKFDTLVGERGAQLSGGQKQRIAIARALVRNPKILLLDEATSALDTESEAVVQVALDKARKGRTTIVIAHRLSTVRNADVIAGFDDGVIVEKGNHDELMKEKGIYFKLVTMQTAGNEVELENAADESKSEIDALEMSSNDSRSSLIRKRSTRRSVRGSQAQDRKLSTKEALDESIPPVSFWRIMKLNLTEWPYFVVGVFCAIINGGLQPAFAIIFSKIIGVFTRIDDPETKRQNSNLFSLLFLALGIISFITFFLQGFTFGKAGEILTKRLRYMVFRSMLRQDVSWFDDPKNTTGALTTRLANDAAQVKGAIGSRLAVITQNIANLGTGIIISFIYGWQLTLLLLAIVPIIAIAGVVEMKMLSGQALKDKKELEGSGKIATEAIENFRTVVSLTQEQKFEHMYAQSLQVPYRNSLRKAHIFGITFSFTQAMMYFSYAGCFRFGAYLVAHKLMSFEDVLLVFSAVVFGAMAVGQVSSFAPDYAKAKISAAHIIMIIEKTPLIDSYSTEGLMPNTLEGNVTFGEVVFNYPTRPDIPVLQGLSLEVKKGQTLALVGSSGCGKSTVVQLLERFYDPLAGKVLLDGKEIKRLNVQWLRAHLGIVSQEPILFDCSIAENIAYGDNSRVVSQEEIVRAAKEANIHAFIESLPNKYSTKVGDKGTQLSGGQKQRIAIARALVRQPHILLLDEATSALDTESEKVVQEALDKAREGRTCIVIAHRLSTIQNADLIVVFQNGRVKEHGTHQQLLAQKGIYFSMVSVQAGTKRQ
# Rab7 wt GTP bind = modulators of GTP binding to Rab7, primary screen, biochemical, wildtype, multiplex bead flow cytometry; GTP binding activity (percent of control), % at 10 µM; 190,000 tested, 0.055% active; Rab7 GTPase wild type (dog), Bodipy-FL-GTP binding; GST-Rab7 beads, fluorescent GTP binding; actives lie on both sides; untreated = 100%, excess cold GTP = 0%; AID 758, 2007;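 active = fluorescent GTP binding to Rab7 beads changed by at least 20 points from the 100% baseline, either direction, mostly lower; inconclusive = compound itself probably fluorescent, or too few beads counted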;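 also: median green fluorescence of bound Bodipy-FL-GTP per Rab7 bead population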
# Rab2 wt GTP = modulators of GTP binding to Rab2A wildtype, primary screen, biochemical, dog, bead-based flow cytometry, multiplex | Ras-related protein Rab-2A (Canis lupus familiaris), P61105 | GST-Rab2 wt beads, Bodipy-GTP binding | GTP binding activity, % at 10 µM | 190,000 tested, 0.19% active;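 active = GTP binding activity at least 20 points away from 100%, either lowered or raised; inconclusive = signal likely due to the compound's own green fluorescence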;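 also: 0% = beads with excess unlabeled GTP and 100% = no-compound control corrected for plate trend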
# Rac1 wt GTP bind = wildtype Rac1 GTP binding modulators, primary screen, biochemical, GST-Rac1 beads, flow cytometry, multiplex; fluorescent GTP binding; actives lie on both sides; 0 = cold GTP competed, 100 = untreated; GTP binding activity (% of control), % at 10 µM; 190,000 tested, 0.27% active; AID 757, 2007;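 active = GTP binding activity at least 20 points away from the 100% control level, either lower or higher; inconclusive = compound flagged as likely green fluorescent, judged across all proteins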
# Starred values were filed as active, the others as inactive; ? = inconclusive; / = no result given; [ ] = remark or other dose.
Molecule,HRas wt GTP,Cdc42 wt,Rac1 wt GTP bind,ABCB1 block,Avidin fluor,Rac1 act GTP bind,ABCG2 inh,Rab7 wt GTP bind,Pf gamet viab,Rab2 wt GTP,GSH fluor
O=C(N/N=C/c1c[nH]c2ccccc12)c1sc2ccccc2c1Cl,100,102,101,-1.1,10,96,-7,99,-20,99,17
Cc1csc(N/N=C/c2ccc(O)c([N+](=O)[O-])c2)n1,99,99,101,-0.6,4,97,1,96,-15,98,41
COc1ccc(NC(=O)C2CCCN(c3cc(C)nc4ncnn34)C2)cc1 (stereo not drawn),98,96,101,-0.4,13,97,-1,104,-14,99,10
CC1=C(C(N)=O)C(c2cccnc2)n2nc(-c3cccc(Cl)c3)nc2N1 (stereo not drawn),103,103,103,0.4,8,99,-1,102,30,101,15
Cc1ccc(SCC(=O)Nc2ccccc2C(=O)O)cc1,101,104,105,0.8,27,102,3,102,/,104,25
O=C(CCn1c(=O)sc2ccccc21)NCc1ccc2c(c1)OCO2,101,99,104,0.0,6,99,-1,99,/,100,15
CCOC(=O)c1oc2ccc(Br)cc2c1NC(=O)CN1CCN(C)CC1,104,103,103,3.2,10,98,4,108,7,103,6
CC(=O)N1N=C(C)CC1c1ccc(O)cc1 (stereo not drawn),101,102,101,0.1,11,101,1,101,/,101,16
CN1CCN(Cc2cn(C)nc2-c2ccccc2F)CC1c1ccccc1 (stereo not drawn),96,91,93,0.6,6,94,0,98,1,98,14
O=C1N=C(N2CCOCC2)SC1=C1CCCCC1,102,107,109,-0.6,29,100,2,99,1,102,21
COc1cc(/C=N/NC(N)=O)cc(Br)c1OCc1ccccc1C,94,94,95,0.8,9,94,6,93,-32,93,44
Cc1ccc(C2(C)NC(=O)N(Cc3c(C)noc3C)C2=O)cc1 (stereo not drawn),99,99,102,0.1,4,99,1,97,10,96,53
CCOc1ccccc1C(=O)Nc1ccccc1-c1ccccc1,100,95,101,2.2,8,98,32,96,-33,98,4
CCCCC(CC)C(=O)NCc1ccccc1OC (stereo not drawn),101,104,105,0.8,12,101,9,96,/,104,26
CSc1nc2ccc(NC(=O)CSc3nnc(N)s3)cc2s1,100,103,101,-0.2,6,97,1,102,-18,100,30
O=C(O)c1cccc(N/N=C/c2cccs2)c1,97,97,98,-0.3,6,99,-1,92,7,97,11
COc1c(Cl)ccc(Cl)c1C(=O)OCC(=O)O,98,99,103,0.1,23,97,0,99,-1,101,14
Cc1ccc(C2=[N+]([O-])C3(CCCCC/C3=N\NC(N)=O)N(O)C2(C)C)o1 (stereo not drawn),100,100,103,0.0,8,99,0,99,/,100,41
COP(=O)(OC)c1nc(-c2cccc3ccccc23)oc1NCc1ccccc1,102,101,103,0.2,2,101,2,101,2,100,7
CCCc1cc(=O)[nH]c(SCC(=O)Nc2nc(-c3ccccc3)cs2)n1,91,92,93,0.1,11,89,2,88,1,89,13
Cc1ncc(C[n+]2csc(CCOC(=O)CC3C4CC5CC(C4)CC3C5)c2C)c(N)n1 (stereo not drawn),104,105,111,1.2,23,104,15,98,/,104,25
Cc1ccc(OCC(=O)N2CCN(C(=O)Cc3ccccc3)CC2)cc1,99,99,105,0.7,14,102,1,96,/,98,18
Cc1cccc(OCCc2c(C)[nH]c(=S)[nH]c2=O)c1,100,95,100,0.1,6,96,-1,97,-26,96,12
CCN(CC)CCN(C(=O)c1ccc(C(C)=O)cc1)c1nc2ccc(Cl)cc2s1,101,97,103,1.5,11,97,15,106,3,96,15
COc1cc(NC(=O)COC(=O)c2ccccc2F)cc(OC)c1,98,103,101,-0.1,11,99,4,98,22,98,11
CC1CCN(S(=O)(=O)c2ccc(S(=O)(=O)NCc3cccnc3)cc2)CC1,94,95,97,0.4,7,95,1,98,9,95,22
O=C(CN1C(=O)/C(=C\c2ccc(F)cc2)Oc2ccccc21)NCc1ccco1,99,103,105,-0.4,19,102,-1,99,11,100,19
Cc1ccccc1-n1c(SCC(=O)c2c(N)n(C)c(=O)n(C)c2=O)nc2sc3c(c2c1=O)CCCC3,95,96,100,7.5,1,94,14,100,-1,95,10
CN(CC(=O)Nc1sc2c(c1C#N)CCCCC2)Cc1nc2ccccc2c(=O)[nH]1,96,94,95,4.9,14,96,9,95,-29,95,13
Cc1cccc(C2c3[nH]c4ccccc4c3CCN2Cc2ccc(C)s2)n1 (stereo not drawn),99,100,100,1.4,7,98,3,96,-6,99,14
CC(=O)Nc1ccc(-n2c(C)nc(=O)c(-c3ccccc3)c2C)cc1,100,99,99,-0.3,6,100,0,98,20,99,14
COc1ccc(CCNC(=O)C2CC(=O)N(C3CCCC3)C2)cc1OC (stereo not drawn),100,97,104,1.0,12,97,9,99,/,99,27
CCCc1nc2ccccc2n1C(=S)SC,99,98,98,0.9,6,96,3,103,/,98,14
CC(C)C(NC(=O)OCc1ccccc1)C(=O)OCC(=O)N1C(C)CCCC1C (stereo not drawn),103,102,110,0.8,12,102,2,104,/,103,10
Cc1ccccc1NC(=O)c1cc(N)ccc1N1CCCCC1,103,104,104,0.0,16,102,0,102,/,104,23
Cn1c(=O)cc(SCC(=O)N2CCCC2)c2cc(Cl)ccc21,99,101,101,0.4,7,97,2,100,0,99,36
Cc1ccc([N+](=O)[O-])cc1N=C(c1ccc([N+](=O)[O-])cc1)N1CCOCC1,100,104,104,2.1,15,101,41,96,-11,99,10
CCCC[n+]1ccn(-c2nc3ccccc3nc2[N-]S(=O)(=O)c2ccc(C)cc2)c1,102,102,106,0.3,9,100,1,102,14,102,10
CCOC(=O)/C(C#N)=C/c1ccc(OC(=O)c2ccco2)c(OCC)c1,96,97,100,0.8,21,97,9,96,-11,99,15
Cc1ccc(NC(=O)CSc2ccc(-c3ccccn3)nn2)cc1,95,94,92,0.0,8,92,1,99,-2,96,12
C=CCN1C(c2ccccc2)=CS/C1=C(\C#N)c1nnc2n1CCCCC2,100,103,105,2.3,29,101,19,99,/,99,22
CCc1ccc(C2C(C#N)=C(N)N(N3CCOCC3)C3=C2C(=O)CC(C)(C)C3)s1 (stereo not drawn),?,?,?,0.8,7,?,2,?,10,?,14
Cn1cc(Cl)c(C(=O)N2CCN(c3ncccn3)CC2)n1,103,105,112,1.0,32,101,34,103,/,100,21
O=C(CSc1ccccc1[N+](=O)[O-])NC1CCS(=O)(=O)C1 (stereo not drawn),102,98,103,0.7,5,101,8,108,8,102,18
O=S(=O)(c1ccc(F)cc1)n1ccc(-c2cccc(OCc3c(F)cccc3Cl)c2)n1,97,95,100,0.0,25,98,0,99,/,96,14
COc1ccc(CC(=O)c2ccccc2C(=O)O)cc1,126*[activator],140*[activator],143*[activator],0.4,17,131*[activator],3,125*[activator],/,130*[activator],67
CCn1c(O)c(C=Nc2ccccc2)sc1=O,90,93,93,-0.1,9,97,0,89,14,95,16
COc1ccccc1CSc1ncc(-c2ccc([N+](=O)[O-])cc2)[nH]1,98,99,102,2.5,14,98,15,100,-16,98,9

# Arranged by SMILES length (lowest first): 9 of the compounds above
Molecule,HRas wt GTP,Cdc42 wt,Rac1 wt GTP bind,ABCB1 block,Avidin fluor,Rac1 act GTP bind,ABCG2 inh,Rab7 wt GTP bind,Pf gamet viab,Rab2 wt GTP,GSH fluor
CCn1c(O)c(C=Nc2ccccc2)sc1=O,90,93,93,-0.1,9,97,0,89,14,95,16
COc1ccc(CC(=O)c2ccccc2C(=O)O)cc1,126*[activator],140*[activator],143*[activator],0.4,17,131*[activator],3,125*[activator],/,130*[activator],67
Cn1cc(Cl)c(C(=O)N2CCN(c3ncccn3)CC2)n1,103,105,112,1.0,32,101,34,103,/,100,21
Cc1ccc(NC(=O)CSc2ccc(-c3ccccn3)nn2)cc1,95,94,92,0.0,8,92,1,99,-2,96,12
C=CCN1C(c2ccccc2)=CS/C1=C(\C#N)c1nnc2n1CCCCC2,100,103,105,2.3,29,101,19,99,/,99,22
CCOC(=O)/C(C#N)=C/c1ccc(OC(=O)c2ccco2)c(OCC)c1,96,97,100,0.8,21,97,9,96,-11,99,15
COc1ccccc1CSc1ncc(-c2ccc([N+](=O)[O-])cc2)[nH]1,98,99,102,2.5,14,98,15,100,-16,98,9
CCc1ccc(C2C(C#N)=C(N)N(N3CCOCC3)C3=C2C(=O)CC(C)(C)C3)s1 (stereo not drawn),?,?,?,0.8,7,?,2,?,10,?,14
Cc1ccc([N+](=O)[O-])cc1N=C(c1ccc([N+](=O)[O-])cc1)N1CCOCC1,100,104,104,2.1,15,101,41,96,-11,99,10

# Continuation.
Molecule,HRas wt GTP,Cdc42 wt,Rac1 wt GTP bind,ABCB1 block,Avidin fluor,Rac1 act GTP bind,ABCG2 inh,Rab7 wt GTP bind,Pf gamet viab,Rab2 wt GTP,GSH fluor
FC(F)(F)c1cc(-c2ccc(Cl)cc2)nc2ncnn12,?,?,?,0.4,4,?,3,?,/,?,55
CCOC(=O)CC(=O)CSc1nc(N)c(C#N)c(-c2ccc(Cl)cc2)c1C#N,97,100,102,-0.2,17,95,-1,97,/,97,10
O=[N+]([O-])c1ccc(Oc2cnc3ccccc3n2)cc1,97,99,104,0.4,13,97,8,98,14,101,11
CCC(C)N(C)C1CCN(C(=S)Nc2ccc(OC)cc2)CC1 (stereo not drawn),106,102,105,0.0,11,106,-1,106,3,103,15

# High-throughput results deposited in PubChem by several laboratories.
